# Compound activity: PubChem BioAssay, National Center for Advancing Translational Sciences (NCATS)
# TRHR agonist: activates the human TRH receptor; P34981; TRHR cells, calcium flux fluo-8, FDSS agonist mode; activation, % at 2 µM; hit rate 0.18% among 360,000; AID 493084; in the data active means activation above about 30%; further: 0% is about no effect
# Target sequence (P34981 whole entry, looked up): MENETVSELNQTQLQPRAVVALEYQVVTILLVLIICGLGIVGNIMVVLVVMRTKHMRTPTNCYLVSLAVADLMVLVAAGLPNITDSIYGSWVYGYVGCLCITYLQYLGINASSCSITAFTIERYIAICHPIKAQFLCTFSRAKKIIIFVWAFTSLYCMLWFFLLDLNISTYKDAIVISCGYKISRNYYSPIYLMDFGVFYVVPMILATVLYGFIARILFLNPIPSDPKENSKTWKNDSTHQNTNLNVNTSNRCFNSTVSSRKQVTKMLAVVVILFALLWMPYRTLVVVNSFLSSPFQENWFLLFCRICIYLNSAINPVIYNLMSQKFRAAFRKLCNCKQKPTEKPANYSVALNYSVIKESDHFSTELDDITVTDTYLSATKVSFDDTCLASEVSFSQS
#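 TRHR-expressing cells loaded with fluo-8 calcium dye; 23 nL library compound pin-transferred, kinetic FDSS fluorescence (Ex 480/Em 530) recorded about 180 s for agonist-induced calcium release, before a 10 nM TRH EC20 addition for potentiator mode.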
# USP1 inh: USP1/UAF1 (human) deubiquitinase inhibition | O94782 | Potency, µM (top dose mostly 57.1 µM), inactives show top-dose activity change, negative = inhibition, hits mostly inhibitors | hit rate 0.23% among 390,000 | recombinant USP1/UAF1, Ub-Rhodamine cleavage fluorescence | AID 743255; further: potency means the concentration at half of the fitted maximal effect; on the % scale 0 is the no-effect control and ±100 the full control effect; nearly all actives have a fitted effect of over 60% in size; inactives centre near -12
#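 In this screen, compounds sit with the deubiquitinase complex (1nM) for 15 min at room temperature before Ub-Rho is added at 150nM final. Fluorescence rise is then followed for 6 reads every 60 seconds.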
# TRHR PAM: TRH receptor (human) allosteric enhancement; hit rate 0.66% among 360,000; enhancement, % at 2 µM; TRHR cells, fluo-8 calcium fluorescence, EC20 TRH enhancement; P34981; in the data active means enhancement above about 30%; further: 0% is about no effect
#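 Enhancer read-out: after compound pinning and an initial kinetic agonist-mode read, an EC20 of TRH (10 nM final) was injected and fluo-8 calcium signal (Ex 480/Em 530) followed at 1 s/cycle for 100 cycles in TRHR-expressing cells.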
# TrxR1 substrate: substrates of rat thioredoxin reductase 1. hit rate 0.01% among 390,000. O89049. Potency, µM (doses to about 114 µM), for the others: top-dose activity change, negative = substrate turnover. purified TrxR1 substrate turnover, NADPH consumption readout; further: potency means the concentration at half of the fitted maximal effect; on the % scale 0 is the no-effect control and ±100 the full control effect; nearly all actives have a fitted effect of over 50% in size
#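 Rat TrxR1, dispensed at 90 nM, was prereduced with 400 uM NADPH (final) for 5 min at ~22 deg C, then incubated with compound 15 min before 400 uM selenite. A first-read NADPH fluorescence drop versus no-compound background flagged substrates.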
# Pin1 inh: human Pin1 inhibition; Q13526; AID 504891; hit rate 0.009% among 390,000; Pin1 FP peptide displacement, HiFluor488, 10 min; Potency, µM (titrated, usually from 115 µM), for inactives: at the highest dose activity, negative = inhibition, hits mostly inhibitors; active means well fitted inhibition curve with a large enough effect in the polarisation, with a control signal flat, not every such curve was filed as active; inconclusive means small, poorly fitted or top-dose-only effect, or effect the other way, or a change in a side signal; inactive means no such curve, though single readings can be large or run the other way; the % refers to the polarisation; further: potency means the concentration at half of the fitted maximal effect; on the % scale 0 is the no-effect control and ±100 the full control effect
# Target sequence (Q13526 whole entry, looked up): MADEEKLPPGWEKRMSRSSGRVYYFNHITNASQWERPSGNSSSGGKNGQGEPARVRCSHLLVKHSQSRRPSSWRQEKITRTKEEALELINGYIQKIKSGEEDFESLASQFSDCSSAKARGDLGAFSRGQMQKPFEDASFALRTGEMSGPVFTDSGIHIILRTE
# IDH1 R132H inh: inhibitors of human mutant IDH1 R132H. IDH1-R132H enzyme, NADPH consumption, diaphorase/resazurin fluorescence. Potency, µM (titrated, usually from 76.6 µM), inactives show top-dose activity change, negative = inhibition, hits mostly inhibitors. hit rate 0.093% among 390,000. AID 602179; further: potency means the concentration at half of the fitted maximal effect; on the % scale 0 is the no-effect control and ±100 the full control effect; nearly all actives have a fitted effect of over 65% in size
# Target sequence (O75874 whole entry R132H, stated change not applied): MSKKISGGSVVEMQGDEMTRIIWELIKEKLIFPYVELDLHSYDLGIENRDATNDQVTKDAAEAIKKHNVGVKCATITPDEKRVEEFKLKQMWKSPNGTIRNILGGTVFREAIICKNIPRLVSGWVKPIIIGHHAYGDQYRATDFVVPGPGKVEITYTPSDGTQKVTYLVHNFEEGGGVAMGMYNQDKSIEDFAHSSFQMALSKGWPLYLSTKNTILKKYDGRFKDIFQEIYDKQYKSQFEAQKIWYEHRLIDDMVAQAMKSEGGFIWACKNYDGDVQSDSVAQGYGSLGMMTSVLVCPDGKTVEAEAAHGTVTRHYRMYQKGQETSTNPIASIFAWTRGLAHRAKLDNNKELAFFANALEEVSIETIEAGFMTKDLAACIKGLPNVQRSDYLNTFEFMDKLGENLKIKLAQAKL
#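 IDH1-R132H (0.5 ug/mL dispensed) in pH 7.5 Tris buffer was preincubated 30 min with compound, then given a substrate mix of 0.016 mM NADPH and 2 mM alpha-KG for 80 min at room temperature; remaining NADPH was read by diaphorase/resazurin fluorescence.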
# D2 antag: D2 dopamine receptor (human) antagonism; HEK293 TREx D2 cells, calcium flux, dopamine EC80; inhibition, % at 10 µM; hit rate 2% among 340,000; in the data active means inhibition above about 30%; further: 0% is about no effect
#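 Dopamine at EC80 is the agonist stimulus; test compounds precede it by 180 s. Calcium flux read kinetically in a force-coupled, inducible HEK293 T-REx D2 cell line.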
# D2 ag: activates the human D2 dopamine receptor; P14416; HEK293 T-REx D2 cells, calcium flux agonist mode; activation, % at 2 µM; hit rate 0.53% among 340,000; AID 485358;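 active means activation over 3 SD above normal in the single-dose calcium agonist read, cut at about 30% in these data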; further: 0% is about no effect
#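 Tetracycline-induced HEK293 Trex cells with D2 receptor force-coupled to calcium signaling, plated overnight at 30 C and loaded with no-wash calcium dye. Calcium flux read kinetically for 180 s after compound addition; responses flag agonists.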
# TrxR1 inh: blocks rat thioredoxin reductase 1; AID 588453; recombinant rTrxR1, NADPH fluorescence consumption, selenite substrate; hit rate 1% among 390,000; Potency, µM (series often up to 114 µM), inactives show top-dose activity change, negative = inhibition, actives largely listed as inhibitors; O89049; further: potency means the concentration at half of the fitted maximal effect; on the % scale 0 is the no-effect control and ±100 the full control effect; nearly all actives have a fitted effect of over 65% in size
#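 Rat TrxR1 (90 nM in the dispensed reagent) was pre-reduced with 400 uM NADPH for 5 min at room temperature, then incubated with compound for 15 min. After 400 uM selenite was added, NADPH fluorescence (Ex 340/Em 450 nm) was followed for 8 min.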
# Active calls of the source: *; ? = inconclusive; / = not tested or not shown; [ ] = another dose, or the depositor's remark. Unless noted, the call rests on the fitted dose curve; in most records, active means well fitted inhibition curve with a large enough effect; inconclusive means small, poorly fitted or top-dose-only effect; inactive means no such curve, though single readings can be large or run the other way.
# The line under a structure holds: IDH1 R132H inh	Pin1 inh	TrxR1 inh	TrxR1 substrate	USP1 inh	D2 ag	D2 antag	TRHR agonist	TRHR PAM
- CCCCNC(=S)NNC(=O)c1ccncc1
    -2%	-15%	-8%	-8%	-7%	1.1	-6	0.2	1
- CN(/N=C/c1ccc(N(C)C)cc1)C1=NS(=O)(=O)c2ccccc21
    -4%	?	9%	-1%	76%[activator]	5.8	17	6.6	-1
- CCOC(=O)c1cc2sc(C)cc2n1CC(=O)N1CCc2ccccc21
    -7%	1%	19%	6%	0%	1.0	-4	0.0	9
- CSCCC(NC(=O)COc1ccccc1)C(=O)N(C)Cc1ccc(SC)cc1 (stereo not drawn)
    -4%	-3%	24%	-4%	-12%	0.2	-9	-0.3	-3
- O=C(Cn1cc([N+](=O)[O-])cn1)N1CCN(Cc2ccc3c(c2)OCO3)CC1
    1%	1%	15%[57.1 µM]	8%[57.1 µM]	-16%	-1.7	-11	-0.1	6
- Cc1cc(Br)cc(C)c1OCC(=O)Nc1ccc(S(=O)(=O)Nc2ncccn2)cc1
    -25%	1%	-11%	-7%	17%	-1.3	/	-0.5	5
- O=C1C=CC(=O)N1CCCCCCCCCCN1C(=O)C=CC1=O
    1%	5%	?	9%[2.29 µM]	-17%	/	/	/	/
- CCNS(=O)(=O)c1ccc(OC)c(C(=O)NC2CCCCC2)c1
    -5%	1%	5%[57.1 µM]	1%[57.1 µM]	-20%	-2.5	6	-0.5	-6
- CC(Sc1ncnc2sccc12)C(=O)Nc1ccc(S(N)(=O)=O)cc1 (stereo not drawn)
    2%	8%	15%	1%	-11%	/	/	/	/
- COC(=O)c1c(C)oc(C)c1S(=O)(=O)N(C)C1CCCCC1
    0%	2%	16µM*	1%	-8%	0.6	-13	-1.5	-1
- Cn1c(=O)c(-c2ccccc2[N+](=O)[O-])c(Cl)c2ccccc21
    6%	6%	-71%[2.29 µM]	7%[2.29 µM]	-19%	-0.9	-8	-1.1	-4
- CCOc1ccccc1NC(=O)COC(=O)CSc1ccc(Cl)cc1
    4%	-2%	11%[57.1 µM]	-8%[57.1 µM]	-16%	1.4	-7	0.5	-2
- O=C(Nc1cccc(F)c1)c1coc(=O)c(Br)c1
    21%	8%	8%[57.1 µM]	78%[activator][57.1 µM]	?	0.8	5	0.4	-9
- Cn1c(=O)[nH]c(=O)c2c1nc([N+](=O)[O-])n2Cc1ccccc1
    -3%	8%	6.3µM*	-4%	-19%	0.6	6	-0.4	8
- CC(=O)Oc1ccc(/C=N/NC(=O)c2ccc(N(C)S(=O)(=O)c3ccccc3)cc2)cc1
    1%	-2%	-7%	-12%	-37%	0.5	21	-0.1	0
- Cc1c(C(=O)N2CCN(c3ccc([N+](=O)[O-])cc3)CC2)sc2ncn(CC(=O)N3CCOCC3)c(=O)c12
    -8%	6%	-13%	-9%	-9%	0.1	13	-1.7	11
- Cc1cccc(-n2ncc3c(=O)[nH]c(SCC(=O)N4CC(=O)Nc5ccccc54)nc32)c1
    -10%	7%	14%	0%	-17%	-1.0	-1	-0.4	4
- Cc1ccc(-c2nc(N3CCOCC3)sc2C(=O)N2CCCCC2)cc1
    4%	0%	9%	6%	-17%	-0.4	-3	-1.2	0
- Cc1ccc(S(=O)(=O)CCC(=O)OCC(=O)Nc2cc(S(=O)(=O)N3CCOCC3)ccc2C)cc1
    1%	4%	-14%	10%[57.1 µM]	-22%	0.7	-7	-0.6	0
- O=C(CSc1nnnn1C1CCCCC1)N1CCCC1
    8%	1%	-8%	0%	1%	-1.1	10	1.9	15
- O=C(COC(=O)c1cc(=O)[nH]c2ccccc12)NCc1ccccc1
    4%	2%	11%	12%	-25%	/	/	/	/
- COc1cccc(C2N=C(c3ccccc3C)NO2)c1OC (stereo not drawn)
    11%	1%	-4%	3%	-3%	1.0	14	0.2	3
- CCOC(=O)Nc1cc(N)ncn1
    -4%	8%	-1%[11.4 µM]	9%[57.1 µM]	0%	/	/	/	/
- O=c1c(S(=O)(=O)c2ccc(Cl)cc2)cn(Cc2ccc(F)cc2)c2ccc(F)cc12
    -8%	1%	1%	-8%	10%	-0.9	/	-1.7	-12
- Cc1ccc(C2N(c3cccc(Cl)c3)C(=O)N3CCCN23)cc1 (stereo not drawn)
    0%	-3%	10%	-6%	-20%	-2.1	8	-1.4	6
- COc1cccc(CN(C)C(=O)C2CC(=O)N(c3ccc4c(c3)OCCO4)C2)c1 (stereo not drawn)
    1%	1%	25%	10%	-12%	0.1	1	-0.5	0
- Brc1cccc(CNCC2CCCO2)c1 (stereo not drawn)
    7%	?	2%[57.1 µM]	5%[57.1 µM]	-2%	-0.9	2	0.5	-7
- COc1cc(C(=O)OCC(=O)N2CCCC2)cc2c1OCCO2
    5%	-10%	26%	6%	-22%	0.0	17	0.0	13
- Cc1cc(C(=O)CN2C(=O)NC3(CCCc4ccccc43)C2=O)c(C)n1C (stereo not drawn)
    -2%	-6%	-19%	-12%	-2%	-0.4	-18	-0.7	0
- Cc1ccccc1Nc1nc(N)nc(-c2oc3ccccc3c2C)n1
    9%	9%	22%[57.1 µM]	-2%[57.1 µM]	-17%	-1.0	1	-0.7	35*
- Cc1ccc(CCNC(=O)CN(c2ccc(C)cc2)S(=O)(=O)N(C)C)cc1
    3%	-6%	9%	0%	-20%	-0.4	/	-1.2	-1
- N#CC1=C(S)N(c2ccc(F)cc2)C(c2ccco2)NC1=O (stereo not drawn)
    0%	2%	11%[57.1 µM]	-6%	-12%	-2.2	-11	-0.2	5
- Cc1ccc(-c2nc(CN(Cc3c(C)nn(C)c3C)C(C)C)c(C)o2)o1
    8%	1%	11%[57.1 µM]	-11%[57.1 µM]	-14%	-0.9	-16	-0.3	0
- CN(C)S(=O)(=O)c1ccc(Cl)c(NC(=O)CSc2nc3ccccc3c(=O)n2CCCN2CCOCC2)c1
    6%	2%	-5%	-3%	-16%	-1.2	0	0.6	-3
- COc1ccc(-n2nnc3c(SCC(=O)Nc4ccccc4F)ncnc32)cc1
    0%	0%	6%[57.1 µM]	9%[57.1 µM]	-15%	-0.7	-13	0.1	3
- Cc1ccc(C(=O)C(C)OC(=O)CCS(=O)(=O)c2ccc(C)cc2)cc1 (stereo not drawn)
    -1%	-2%	-17%	-17%	3%	-0.8	-23	0.0	-3
- CC(C)CC(NC(=O)C1CCCCC1)C(=O)Nc1cccc(C(F)(F)F)c1 (stereo not drawn)
    -8%	-6%	16%	3%	-23%	-0.2	/	0.6	5
- CCOc1ccc(Br)cc1S(=O)(=O)Nc1cccc(S(=O)(=O)N(CC)CC)c1
    -4%	-2%	6%[57.1 µM]	8%[57.1 µM]	-14%	1.3	-5	-0.1	-4
- Cc1cc([N+](=O)[O-])nn1CC(=O)N1N=C(C(F)F)CC1(O)C(F)F (stereo not drawn)
    -1%	-3%	-19%	-10%	-5%	0.9	4	0.5	-7
- Cc1ccc(S(=O)(=O)NCCc2ccncc2)cc1C
    0%	-5%	23%[57.1 µM]	9%[57.1 µM]	?	-1.4	2	-0.8	0

# Profiles from above. Order of screens: IDH1 R132H inh, Pin1 inh, TrxR1 inh, TrxR1 substrate, USP1 inh, D2 ag, D2 antag, TRHR agonist, TRHR PAM
# CC(C)CC(NC(=O)C1CCCCC1)C(=O)Nc1cccc(C(F)(F)F)c1 (stereo not drawn) reads -8%, -6%, 16%, 3%, -23%, -0.2, /, 0.6, 5
# Cc1ccc(-c2nc(CN(Cc3c(C)nn(C)c3C)C(C)C)c(C)o2)o1 reads 8%, 1%, 11%[57.1 µM], -11%[57.1 µM], -14%, -0.9, -16, -0.3, 0

# (cont.)
# The line under a structure holds: IDH1 R132H inh	Pin1 inh	TrxR1 inh	TrxR1 substrate	USP1 inh	D2 ag	D2 antag	TRHR agonist	TRHR PAM
- Cc1ccc2sc(NNC(=O)C3COc4ccccc4O3)nc2c1C (stereo not drawn)
    -7%	1%	5%	-3%	-19%	0.6	7	0.0	9
- CC(C)CCNC(=O)Cc1ccccc1[N+](=O)[O-]
    2%	0%	18%	3%	-1%	0.3	-1	-1.0	1
- CCOc1ccc(C=NNc2ccc(S(=O)(=O)Nc3ccccc3C(=O)O)cc2[N+](=O)[O-])cc1OC
    ?	/	3%[57.1 µM]	4%[57.1 µM]	-26%	/	/	/	/
- CC(Nc1nc(-c2ccc(F)cc2)cs1)c1nc2cc(C(F)(F)F)ccc2n1CCOCCO (stereo not drawn)
    -1%	1%	14%	8%	-26%	/	/	/	/
- CCOC(=O)c1ccc(NC(=O)c2cc3ccccc3o2)cc1
    5%	0%	-9%	-4%	-29%	0.5	8	-0.5	8
- CC(NC(=O)c1ccc(S(=O)(=O)C(F)F)cc1)c1ccccc1 (stereo not drawn)
    -2%	0%	12%	6%	-11%	0.6	-7	0.2	-2
- CCOC(=O)C(C(=O)OCC)=C1OC(=O)c2ccccc21
    1%	1%	?	-4%	-13%	-0.6	-8	0.5	-6
- O=C1Nc2ccccc2/C1=C/c1cnc(-c2ccccc2)[nH]1
    0%	?	12%[57.1 µM]	20%[57.1 µM]	149%[activator]	/	/	7.8	-7
- Cc1ccc(NC(=O)CCC(=O)NNC(=O)c2ccco2)cc1C
    2%	-2%	16%	3%	-15%	0.0	-10	0.2	-2
- Cc1cc2oc(C(=O)N(Cc3ccco3)C3CCS(=O)(=O)C3)cc(=O)c2cc1Cl (stereo not drawn)
    0%	3%	-11%	-7%	0%	1.0	-7	-0.2	2
- COc1ccccc1OCC(=O)NCCSCc1ccc(Cl)cc1
    1%	-7%	9%	-3%	-4%	/	/	-1.1	3
- CCOc1ccccc1NC(=O)c1cn(C2CCCC2)c(=O)c2c1c1ccccc1n2C
    -7%	-2%	2%	0%	-29%	0.0	/	-1.4	4
- COC(=O)c1cccn(CC(=O)c2ccc(Cl)cc2)c1=O
    9%	-1%	10%[57.1 µM]	4%[57.1 µM]	-20%	0.5	3	-0.4	-5
- COc1cc(C)ccc1OCCn1c(-c2ccc(Cl)cc2)nc2ccccc2c1=O
    -5%	0%	-1%	-3%	5%	0.2	/	0.1	5

# An excerpt, so the mix of outcomes need not match the whole.
